mIDH1 inhibitor = qHTS for Inhibitors of mutant isocitrate dehydrogenase 1 (IDH1): qHTS. Isocitrate dehydrogenase [NADP] cytoplasmic (Homo sapiens), O75874. IDH1-R132H enzyme, NADPH consumption, diaphorase/resazurin fluorescence. Potency, µM (highest dose often 76.6 µM), without a hit: at the highest dose activity change, negative = inhibition, hits mostly inhibitors. hit rate 0.093% among 390,000; also: potency is read from the fitted curve at half-maximal effect; % is scaled to controls: 0 for no effect and ±100 for the full control effect; nearly all actives have a fitted effect of over 65% in size
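IDH1-R132H (0.5 ug/mL dispensed) in pH 7.5 Tris buffer was preincubated 30 min with compound, then given a substrate mix of 0.016 mM NADPH and 2 mM alpha-KG for 80 min at room temperature; remaining NADPH was read by diaphorase/resazurin fluorescence.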
LDHA block = qHTS assay for inhibitors of human lactate dehydrogenase; L-lactate dehydrogenase A chain (Homo sapiens), P00338; purified LDHA, NADH/diaphorase-resazurin fluorescence; stronger effect = lower value; activity change, % (values are at about 110 or 230 µM); hit rate 0.15% among 480,000; in the data active = activity change below about -30%; inconclusive = mostly about -25% to -30%;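 also: plate controls were DMSO wells for no effect and wells without enzyme for full effect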
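Human LDH5 (2 nM) was incubated with 0.06 mM NADH and 0.2 mM pyruvate for 5 min at room temperature in Tris pH 7.4. Remaining NADH was coupled through diaphorase/resazurin, and resorufin fluorescence was read at 0 and 20 min.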
GRP78 ERSR act = qHTS for Inducers of the Endoplasmic Reticulum Stress Response (ERSR) in Human Glioma: qHTS; AID 602332, 2012; hit rate 0.02% among 420,000; U87-MG GRP78 promoter luciferase reporter, 16 h; Potency, µM, without a hit: top-dose activation, actives largely listed as activators; also: potency is read from the fitted curve at half-maximal effect; series mostly up to about 76 µM; % of control where 0% means no effect; nearly all actives have a fitted effect of over 35% in size
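ERSR induction read as luciferase luminescence (Bright-Glo, 10 min at room temperature) in stably transfected human U87-MG glioma cells exposed to compounds for 16 h, using GRP78 as sensor.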
PI4K2A inh = qHTS for small molecular inhibitors of PI4K2A | Phosphatidylinositol 4-kinase type 2-alpha (Homo sapiens), Q9BTU6 | purified PI4K2A, ADP-Glo luminescence, 1 h; stronger effect = lower value | activity change, negative = inhibition, % at 76.9 µM | hit rate 0.13% among 420,000 | AID 1346378, 2018; in the data active = activity change below about -50%; inconclusive = mostly about -30% to -49%;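 also: -100% = wells without enzyme as full effect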
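Compounds are screened against recombinant PI4K2A using PI as substrate and ATP, the latter dispensed at 300 microM. Reactions run one hour at ambient temperature before ADP-Glo detection; full inhibition defined by wells lacking enzyme.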
Vif-A3F inh = qHTS for Inhibitors of Vif-A3F Interactions: qHTS | hit rate 0.2% among 390,000 | Potency, µM (highest dose often 46.1 µM), for inactives: at the top dose activity, negative = active | HeLa A3F-eYFP + Vif (tagged APOBEC3F with the HIV-1 protein that degrades it), YFP fluorescence increase; also: potency is read from the fitted curve at half-maximal effect; % of control where 0% means no effect; nearly all actives have a fitted effect of over 65% in size
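Fluorescence increase (Ex 488/Em 500-530) after overnight compound treatment at 37 deg C flags inhibition of Vif-driven A3F-eYFP loss in stable HeLa A3F-eYFP/Vif cells seeded overnight beforehand.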
TrxR1 substrate = qHTS Assay for Substrates of Mammalian Selenoprotein Thioredoxin Reductase 1 (TrxR1): qHTS; Thioredoxin reductase 1, cytoplasmic (Rattus norvegicus), O89049; purified TrxR1 substrate turnover, NADPH consumption readout; Potency, µM (highest dose often 114 µM), for the others: top-dose activity change, negative = substrate turnover; hit rate 0.01% among 390,000; AID 588456, 2011; also: potency is read from the fitted curve at half-maximal effect; % is scaled to controls: 0 for no effect and ±100 for the full control effect; nearly all actives have a fitted effect of over 50% in size
Target sequence (O89049 whole entry, looked up): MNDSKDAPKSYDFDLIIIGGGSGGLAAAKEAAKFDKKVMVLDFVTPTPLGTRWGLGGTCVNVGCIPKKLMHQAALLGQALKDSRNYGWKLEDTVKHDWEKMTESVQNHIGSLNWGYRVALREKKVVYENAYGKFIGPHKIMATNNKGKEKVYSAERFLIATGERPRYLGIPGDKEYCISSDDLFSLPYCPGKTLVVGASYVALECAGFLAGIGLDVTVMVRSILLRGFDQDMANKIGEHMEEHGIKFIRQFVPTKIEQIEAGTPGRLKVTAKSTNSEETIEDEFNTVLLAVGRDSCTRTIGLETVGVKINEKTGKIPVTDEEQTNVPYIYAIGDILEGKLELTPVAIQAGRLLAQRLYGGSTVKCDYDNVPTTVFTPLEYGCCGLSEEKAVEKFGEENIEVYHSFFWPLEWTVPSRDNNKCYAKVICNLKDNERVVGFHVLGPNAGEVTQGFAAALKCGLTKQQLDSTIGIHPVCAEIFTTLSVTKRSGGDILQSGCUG
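Rat TrxR1, dispensed at 90 nM, was prereduced with 400 uM NADPH (final) for 5 min at ~22 deg C, then incubated with compound 15 min before 400 uM selenite. A first-read NADPH fluorescence drop versus no-compound background flagged substrates.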
USP1-UAF1 inh = Inhibitors of USP1/UAF1: Primary Screen; Ubiquitin carboxyl-terminal hydrolase 1 (Homo sapiens), O94782; recombinant USP1/UAF1, Ub-Rhodamine cleavage fluorescence; Potency, µM (top dose mostly 57.1 µM), without a hit: at the top dose activity change, negative = inhibition, usual class: inhibitors; hit rate 0.23% among 390,000; AID 743255, 2014; also: potency is read from the fitted curve at half-maximal effect; % is scaled to controls: 0 for no effect and ±100 for the full control effect; nearly all actives have a fitted effect of over 60% in size; inactives centre near -12
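High-throughput fluorogenic screen: 1nM USP1/UAF1 complex, Ub-Rho substrate 150nM final, 50mM HEPES pH 7.8 with 0.5mM EDTA, 0.1 mg/ml BSA, 1mM TCEP and 0.01% Tween-20.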
Vif-A3G inh = qHTS for Inhibitors of Vif-A3G Interactions: qHTS | AID 602310, 2012 | Potency, µM (doses to about 46.1 µM), without a hit: at the top dose activity, negative = active, hits mostly inhibitors | HeLa A3G-eYFP + Vif (tagged APOBEC3G with the HIV-1 protein that degrades it), YFP fluorescence, overnight | hit rate 0.076% among 410,000 | DNA dC->dU-editing enzyme APOBEC-3G (Homo sapiens), Q9HC16;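 also: potency is read from the fitted curve at half-maximal effect; % is scaled to controls: 0 for no effect and ±100 for the full control effect; nearly all actives have a fitted effect of over 60% in size; hits raise eYFP signal because A3G escapes Vif-driven loss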
Target sequence (Q9HC16 whole entry, looked up): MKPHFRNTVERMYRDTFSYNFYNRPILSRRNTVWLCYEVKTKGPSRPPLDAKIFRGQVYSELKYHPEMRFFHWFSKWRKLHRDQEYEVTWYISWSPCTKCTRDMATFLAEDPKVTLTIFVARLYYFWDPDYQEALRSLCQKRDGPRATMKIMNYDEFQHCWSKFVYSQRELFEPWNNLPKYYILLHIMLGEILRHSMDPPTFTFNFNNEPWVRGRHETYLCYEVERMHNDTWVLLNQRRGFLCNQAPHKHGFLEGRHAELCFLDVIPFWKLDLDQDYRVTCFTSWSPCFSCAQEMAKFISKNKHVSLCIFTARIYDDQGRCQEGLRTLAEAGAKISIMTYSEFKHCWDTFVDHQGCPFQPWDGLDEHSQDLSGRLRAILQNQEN
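HeLa cells stably expressing Vif and C-terminally eYFP-tagged A3G, seeded overnight at 37 deg C, then exposed to compound by pintool overnight at 37 deg C. Rise in yellow fluorescence (Ex 488/Em 500-530, Acumen) marks blocked Vif-driven A3G degradation.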
RXFP1 agonist = qHTS Assay for Agonists of the Relaxin Receptor RXFP1. Potency, µM (doses to about 57.5 µM), without a hit: at the top dose activation, actives largely listed as activators. AID 2676, 2010. Relaxin receptor 1 (Homo sapiens), Q9HBX9. hit rate 0.3% among 370,000. HEK293T-RXFP1 cAMP TR-FRET, 30 min; response scale: percent of porcine relaxin response, buffer zero; also: potency is read from the fitted curve at half-maximal effect; % is scaled to controls: 0 for no effect and ±100 for the full control effect; nearly all actives have a fitted effect of over 60% in size; many of its hits are not listed in these tables
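Agonist response is measured as cAMP accumulation in an RXFP1-transfected HEK293T line under PDE4 inhibition. Values are scaled between buffer-only and 29 nM porcine relaxin, and EC50s come from standard Hill equation fits.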
Numbers without * were called inactive; ? = inconclusive; . = not tested or not shown; & = joins results of further samples; [ ] = dose if it differs, or a comment. Unless noted, calls follow the shape of the dose curve; as a rule, active = well fitted curve in the direction sought with a large enough effect; inconclusive = small, poorly fitted or top-dose-only effect, or another doubt; inactive = no such curve, though single readings can be large; an effect the other way counts as inactive or inconclusive. A portion of the library. The share of hits here may be higher or lower than overall.

SMILES | mIDH1 inhibitor | LDHA block | GRP78 ERSR act | PI4K2A inh | Vif-A3F inh | TrxR1 substrate | USP1-UAF1 inh | Vif-A3G inh | RXFP1 agonist
COc1ccc(S(=O)(=O)N2CCN(c3ncccn3)CC2)cc1[N+](=O)[O-] | -4% | -10 | 5% | -8 | 1% | 7% | -10% | 2% | -1.4%
CCN(Cc1ccccc1)C(=O)c1cc2c(=O)oc3ccc(C)cc3c2s1 | 2%&-10% | -4&-9 | -1%&-5% | 1&7 | -6%&-2% | 16% | -30%&-6% | -3%&3% | -1.1%&-1.3%
Cc1ccc(NS(=O)(=O)c2c(C)[nH]c(C)c2C(=O)N2CCCCC2)c(Cl)c1 | 0% | -4 | -3% | -7 | 2% | 3%[57.1 µM] | -11% | 1% | 1.5%
CC(C)C(=O)Nc1ccc(C(=O)NNC(=S)NC(=O)c2ccccc2[N+](=O)[O-])cc1 | 2% | -3 | -2% | 5 | -4% | -9% | -5% | 3% | 2.9%
Oc1c(Br)cc(Br)cc1C=Nc1ccc2c(c1)OCO2 | 5% | 16 | 2% | -6 | 5% | -3% | ? | 3% | 3.0%
CC1=C(C(=O)N2CCN(c3cccc(C)c3C)CC2)C2(CCCCC2)OC1=O | . | 0 | . | -4 | . | 3% | -20% | . | -0.8%
CCOc1ccc(-n2c(SCC(=O)Nc3cc(C(=O)O)ccc3Cl)nc3ccccc3c2=O)cc1 | -9% | -18 | 5% | -6 | 1% | -8% | -2% | 3% | -0.4%
CN(/N=C/c1ccc(O)cc1O)c1nc(-c2ccccc2)cc(-c2ccccc2)n1 | 7% | -5 | -13% | -1 | 4% | -11% | -17% | -10% | 2.7%
CC1(C)Cc2c(cnn2-c2ccc(F)cc2)C(NC(=O)C(C)(C)O)C1 (configuration not stated) | -2% | -3 | -4% | 7 | -16% | 0% | -9% | 0% | 1.2%
COc1ccccc1NC(=O)COC(=O)CNC(=O)c1ccc(OC)c(OC)c1 | 6% | -5 | -4% | -3 | 0% | 9% | -23% | 0% | -0.1%
COc1cccc(-n2c(SCC(=O)NCCc3ccccc3)nnc2-c2ccoc2C)c1 | 6% | -1 | 3% | 13 | 0% | -3% | -5% | -5% | 0.8%
CCn1c(SCC(=O)Nc2nccc(C)n2)nc2ccccc21 | 8% | -10 | -4% | -1 | 3% | 0% | -18% | -5% | 3.0%
COc1ccc(N2CCN(C(=O)c3cc4ccc5cccnc5c4[nH]3)CC2)cc1 | -17% | -1 | -2% | -1 | 8% | -2% | -11% | 8% | -2.1%
NC(=O)c1ccsc1NC(=O)c1ccc2c(c1)CCCC2 | 15% | -3 | -5% | -7 | -10% | 5% | -29% | -1% | 0.0%
CC1CC(C)CN(CCCNC(=O)c2ccc3c(c2)NC(=O)C(N2CCCCC2)S3)C1 (configuration not stated) | 3% | -1 | 0% | 7 | -9% | -5% | -5% | 0% | -0.3%
COc1ccc(CSCC(=O)NCCC(C)C)cc1 | -5% | -7 | -3% | 5 | 1% | -7% | -13% | 3% | -1.8%
O=C(Nc1ccc(Br)cn1)c1ccc(Br)s1 | 9% | -4 | 5% | 4 | -2% | -6%[57.1 µM] | 0% | ? | 28%
N#Cc1c(-c2ccc(F)cc2)nc(-c2ccccc2)[nH]c1=O | -2% | -5 | -1% | 2 | 0% | 0% | -9% | 3% | -0.1%
NS(=O)(=O)c1cc(C(=O)OCC(=O)Nc2ccc3[nH]c(=O)[nH]c3c2)ccc1Cl | 2% | -3 | -5% | 14 | -6% | 4% | -9% | -1% | -0.2%
COC(=O)CCCSc1nccn1-c1ccccc1 | -11% | -6 | 1% | 9 | -2% | -4% | -9% | 2% | 1.8%
O=C(NCCCN1CCCC1=O)c1nnc(Cc2c(F)cccc2Cl)o1 | 8% | -1 | -6% | -2 | -3% | 1% | -12% | -2% | 0.0%
CCc1nnc(NC(=O)C2CC(=O)N(Cc3ccccc3)C2)s1 (configuration not stated) | 0% | -3 | -2% | -4 | -4% | 1% | 1% | -1% | -1.0%
CC(C)CC(=O)Nc1cccc(NC(=O)CC(C)C)n1 | 4% | 0 | -3% | 1 | 0% | -14% | -2% | 0% | 4.2%
CCN(c1ccccc1)S(=O)(=O)c1ccc(OC)c(N=N/C(C(=O)Nc2ccccc2)=C(/C)O)c1 | -6% | -5 | -5% | -3 | -10% | 6%[57.1 µM] | -11% | -1% | -0.2%
CCN(CC)CCCNC(=O)c1csc(Nc2cccc3ccccc23)n1 | -7% | 1 | -1% | -5 | -2% | 4% | -25% | -20% | -0.1%
CC(=O)Nc1ccc(S(=O)(=O)Nc2cc(C)c(-n3nc4ccccc4n3)cc2O)cc1 | -1% | 4 | -3% | 3 | 0% | -2% | -22% | 2% | 1.5%
CC1CCN(c2nc3ccc(C(=O)NCc4ccccc4Cl)cc3s2)CC1 | -16% | 0 | -4% | 2 | 3% | 1% | -16% | 8% | 2.5%
O=C(NCCCc1ccccc1)C1CCN(c2nnc(-n3cccc3)s2)CC1 | 0% | -10 | 2% | -1 | -3% | 0% | -7% | 3% | -0.1%
CC(=O)c1cccc(NC(=O)C2C3CCC(C3)C2C(=O)O)c1 (configuration not stated) | 7% | -2 | -6% | 4 | 1% | 5% | -22% | 0% | -0.8%
COc1ccc(CN2CCN(C(=O)c3cccc4ccccc34)CC2)cc1OC | 2% | ? | -4% | -7 | -2% | 6%[11.4 µM] | -2% | 3% | -0.6%
Cc1ccc2c(c1)nnn2C1CCN(C(=O)C23CC4CC(CC(C4)C2)C3)CC1 | -2% | -5 | -1% | 7 | -14% | 8%[57.1 µM] | -25% | 0% | 0.8%
O=S(=O)(N/N=C\C=C\c1ccccc1)c1ccc(Cl)cc1 | 0% | -4 | -3% | -5 | -3% | -18% | -17% | 0% | -0.2%
COc1ccc(CCn2c(N3CCOCC3)nc3c2c(=O)[nH]c(=O)n3C)cc1 | 3% | -6 | 0% | 0 | -14% | 6%[57.1 µM] | -8% | -20% | -1.2%
COc1ccc(C2c3c(n[nH]c3C)CC(C)(O)C2C(C)=O)cc1OC (configuration not stated) | 4% | -8 | -2% | -5 | -8% | -3% | 0% | -6% | 0.1%
C[C@H]1CN([C@@H](C)CO)C(=O)c2c(c3ccccc3n2C)-c2ccccc2CO[C@H]1CN(C)C(=O)[C@@H]1CCCN1C | 2% | -13 | -1% | -9 | 3% | . | -11% | -6% | .
O=C(NCCc1c[nH]c2ccccc12)c1ccc(F)cc1F | -1% | 2&4 | 0% | 5 | -4% | -2% | -11% | -1% | 5.4%
O=c1sc2ccccc2n1COc1ccccc1 | -2% | 2 | 0% | 1 | -4% | -3%[57.1 µM] | -3% | -9% | 1.8%
CC1(C)NC(C(=O)O)Cc2c1[nH]c1ccccc21 (configuration not stated) | 9% | -10 | -1% | -3 | 8% | 10%[57.1 µM] | 3% | -1% | 1.4%
NC(=O)NC(=O)COC(=O)CCCc1c[nH]c2ccccc12 | 0% | 9&-2 | -2% | -1 | -3% | -6% | -6% | 2% | -0.7%
N#CCCN(C(=O)COC(=O)c1ccc(CNS(=O)(=O)c2ccc(F)c(Cl)c2)cc1)c1ccc(F)cc1 | 0% | -8 | -4% | 5 | 6% | -7% | -17% | 0% | -0.6%
CSC1=N/C(=C\c2cccnc2)C(=O)N1c1ccccc1 | 11% | -10 | 6% | -2 | -1% | 5%[57.1 µM] | -18% | -15% | 0.0%
COC(=O)c1ccccc1NC(=O)CSc1nc(-c2ccccc2)cc(C(F)(F)F)n1 | -10% | -9 | -2% | -1 | 2% | -1% | -19% | 2% | -1.1%
CCOc1ccc(OCC)c(NS(=O)(=O)c2c(C)[nH]c(=O)[nH]c2=O)c1 | -2% | -6 | -2% | 0 | -1% | -1%[57.1 µM] | ? | 5% | 0.0%
Cn1c(SCC(=O)N2c3ccccc3Sc3ccccc32)nnc1-c1ccco1 | 2% | -5 | -6% | 3 | -12% | 7%[57.1 µM] | -26% | -1% | -0.4%
CCCn1c(Cc2ccccc2)nnc1SCC(=O)N1CCOCC1 | -2% | -5 | -1% | 0 | 6% | 8%[57.1 µM] | -9% | -1% | 0.1%
Cc1cc(C2=NNC(=Nc3ccc(S(=O)(=O)N4CCOCC4)cc3)SC2)c(C)n1CC1CCCO1 (configuration not stated) | 1% | -3 | -4% | -4 | -26% | -2%[57.1 µM] | -27% | 3% | 2.6%
CC(=O)NCC12CC3CC(C1)CC(C(=O)O)(C3)C2 | 1% | -5 | -6% | -1 | -11% | -5% | 4% | 1% | 0.1%
COc1ccc(S(=O)(=O)N2CCN(C(=O)COc3ccc4c(C)cc(=O)oc4c3)CC2)cc1 | 6% | -1 | -2% | 1 | 9% | 20%[57.1 µM] | -18% | -8% | -1.2%

Bioassay records from PubChem BioAssay.
